Screening results deposited in PubChem by several laboratories.
SF-1 act – activators of human SF-1, primary screen, cell-based, CHO-K1, Gal4-SF-1 LBD, luciferase luminescence; CHO-K1 Gal4-SF-1 LBD luciferase reporter; % increase over DMSO SF-1-specific signal; activation, % at 10 µM; hit rate 1.9% among 65,000;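 active = activation above the mean activation of all tested compounds plus 3 SD, cut at about 50% in these data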
Target sequence (Q13285 whole entry, looked up, the tested form may be a part): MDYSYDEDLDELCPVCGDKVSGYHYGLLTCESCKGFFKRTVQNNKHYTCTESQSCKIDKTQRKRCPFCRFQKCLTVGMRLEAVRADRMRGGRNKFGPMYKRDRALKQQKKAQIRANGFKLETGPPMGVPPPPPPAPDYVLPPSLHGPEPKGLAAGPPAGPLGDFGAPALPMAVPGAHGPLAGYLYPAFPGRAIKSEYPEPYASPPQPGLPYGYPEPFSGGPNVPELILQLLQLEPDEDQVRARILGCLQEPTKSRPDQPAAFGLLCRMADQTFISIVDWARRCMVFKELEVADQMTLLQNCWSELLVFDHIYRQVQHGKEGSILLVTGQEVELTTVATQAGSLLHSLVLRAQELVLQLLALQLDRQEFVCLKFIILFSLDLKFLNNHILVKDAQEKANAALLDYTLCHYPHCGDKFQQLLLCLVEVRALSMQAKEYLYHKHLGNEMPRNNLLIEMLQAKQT
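Material: Transient Gal4-SF-1 LBD reporter, CHO-K1 | Input: 4,000 cells/well | Dosing: One dose, 10 µM compound, 1% DMSO | Incubation: 20 h compound treatment, 37 °C | Detection: SteadyLite luciferase luminescence | Evaluation: Percent activation relative to DMSO median and mock-transfected background | Benchmarks: DMSO-treated SF-1-transfected cells as negative, DMSO-treated mock-transfected cells lacking SF-1 as background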
RORA act – activators of orphan receptor RORA, primary screen, cell-based, luminescence; activation, % at 10 µM; Nuclear receptor ROR-alpha (Homo sapiens), P35398; hit rate 1.5% among 65,000; CHO-K1 Gal4-RORA LBD luciferase reporter; percent increase over mock-subtracted basal signal; AID 560, 2006;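 active = activation above the mean of all tested compounds plus 3 SD, cut at about 49% in these data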;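 note: 0% = DMSO-treated RORA cells and 100% = added signal equal to DMSO minus mock-transfected cells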
DUSP1 inh – MKP-1 phosphatase inhibitors, primary screen, biochemical, in vitro; recombinant MKP-1, OMFP hydrolysis fluorescence; inhibition, %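 (compounds tested at a single concentration somewhere between 10 and 100 µM)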; hit rate 0.15% among 65,000; AID 374, 2006;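 active = inhibition above about 50%, limit read from the data; inconclusive = inhibition over screen mean plus 3 SD, below that limit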;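 note: 0% = DMSO max control wells and 100% = wells with enzyme stopped by NaOH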
Target sequence (P28562 whole entry, looked up): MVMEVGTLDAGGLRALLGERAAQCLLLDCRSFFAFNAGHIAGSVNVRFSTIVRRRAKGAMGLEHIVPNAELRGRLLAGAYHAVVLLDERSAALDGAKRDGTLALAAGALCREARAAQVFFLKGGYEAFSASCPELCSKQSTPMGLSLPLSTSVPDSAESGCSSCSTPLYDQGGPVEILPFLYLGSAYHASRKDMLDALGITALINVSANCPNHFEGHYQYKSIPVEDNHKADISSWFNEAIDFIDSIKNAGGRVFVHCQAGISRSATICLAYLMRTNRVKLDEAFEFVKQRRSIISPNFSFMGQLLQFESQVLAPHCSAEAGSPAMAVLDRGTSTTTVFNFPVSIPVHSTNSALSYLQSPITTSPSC
D1 allo mod – D1 CRE-luciferase signal change, two-sided – cell-based, HEK293 D1, dopamine EC30, D1 allosteric modulator project, primary screen; D(1A) dopamine receptor (Homo sapiens), P21728; dopamine EC30 potentiation; actives deviate in either direction; B-score at 10 µM; hit rate 5.9% among 58,000;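 active = luminescence count or its row- and column-corrected plate score outside the 99.7% band of the plate's sample wells, on either side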
HER2 expr 66K – inhibitors of Her2 protein expression, primary screen, SKBR-3 cells, AlphaScreen, 66K library. HER2 level % of control, % at 10 µM. SKBR-3 HER2 protein level, 18-24 h; active compounds read low. AID 645, 2007. hit rate 0.69% among 65,000. Receptor tyrosine-protein kinase erbB-2 (Homo sapiens), P04626;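 active = HER2 level under 5% of the carrier-only control; inconclusive = no clear call, values can overlap the other calls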;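 note: 100% = DMSO carrier and 0% = 500 nM PU-H71 HSP90 inhibitor; lower value means stronger loss of Her2 protein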
TNAP act DEA – human TNAP enzyme activators, primary screen, biochemical, luminescent, intermediate phosphate acceptor level; purified TNAP, CDP-star luminescence, 100 mM DEA, 30 min; active compounds read high; scale: 0 levamisole-inhibited, 1 vehicle-only enzyme; activation factor at 20 µM; AID 813, 2007; Alkaline phosphatase, tissue-nonspecific isozyme (Homo sapiens), P05186; 64,000 tested, under 10 active;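 active = activation factor of at least 2 at 20 µM, relative to controls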
Hsp90 inh – tumor Hsp90 inhibitors, primary screen, cell lysate, fluorescence polarization, NCI-N417 lysate. Cy3B-geldanamycin FP displacement. hit rate 0.35% among 64,000. Heat shock protein HSP 90-alpha (Homo sapiens), P07900. inhibition, % at 30 µM;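 active = inhibition above 50%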;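 note: 0% = tracer plus lysate wells and 100% = tracer alone without lysate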
FXIIa mix inh – human factor XIIa inhibitors, primary screen, biochemical, pooled compound mixtures, fluorogenic substrate. Coagulation factor XII (Homo sapiens), P00748. purified FXIIa. inhibition, % at 5 µM. hit rate 0.2% among 62,000. AID 684, 2007; in the data active = inhibition above about 20%, passing the limit was not always enough;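 note: 0% = enzyme without compound and 100% = no enzyme blank; some results filed as inactive read as strong as hits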
Cdc25B inh – inhibitors of Cdc25B phosphatase catalytic domain, primary screen, biochemical, OMFP fluorescence; M-phase inducer phosphatase 2 (Homo sapiens), P30305; recombinant Cdc25B, OMFP fluorescence Ex485/Em525; inhibition, %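 (compounds tested at 10 µM final in the well)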; hit rate 0.1% among 65,000; AID 368, 2006; in the data active = inhibition above about 50%
* marks the source's active call; other numbers are inactive results; ? = inconclusive; . = not tested or not shown.

SMILES	SF-1 act	RORA act	DUSP1 inh	D1 allo mod	HER2 expr 66K	TNAP act DEA	Hsp90 inh	FXIIa mix inh	Cdc25B inh
COC(=O)C1(CCSC)NC(c2ccc(O)cc2)C2C(=O)N(c3ccc4c(c3)OCCO4)C(=O)C21 (configuration not stated)	-18	11	2	-0.56	125	0.9	0	10	-3
N#Cc1ccc(OCC(=O)NCCc2ccc(S(N)(=O)=O)cc2)cc1	-22	7	7	.	117	1	-2	2	-9
COc1ccccc1C(=O)N1CCN(c2cccc(Cl)c2)CC1	25	30	2	-0.19	41	0.9	.	2	-4
O=C(Nc1ccc2oc(-c3ccccc3)nc2c1)c1cccnc1	71*	71*	-7	-0.53	111	0.9	-7	.	-1
CCCC(=O)C1=C(O)C(C(=O)OC)C(C)(C)CC1=NC (configuration not stated)	3	3	8	2.9	86	0.9	-3	6	-5
O=C(COc1ncnc2ccccc12)N1CCN(C(=O)c2ccco2)CC1	8	20	-3	-0.28	109	1	-2	-21	-5
CCCCCOc1ccc(NS(C)(=O)=O)cc1	32	64*	-22	-0.54	113	0.9	-1	-3	5
Cc1ccc(OCCN2C(=O)c3ccccc3C2=O)c(C)c1	-1	-21	-10	0.79	76	0.9	1	0	-13
CCOC(=O)N1CCN(S(=O)(=O)c2ccc3c(c2)SCC(=O)N3)CC1	2	2	8	-0.27	106	1	-1	6	-2
Cc1ccc(C(=O)COc2cccc(NC(=O)c3ccco3)c2)cc1	3	-8	15	-0.48	60	0.9	-4	5	9
O=C(CN1C(=O)NC2(CCCC2)C1=O)Nc1cccc(-c2nnc3n2CCCCC3)c1	-5	-24	19	-0.48	91	0.9	-1	0	6
C=C(C)Cn1c(-c2ccc(OC)cc2)nc2ccccc21	9	12	-34	.	-20*	0.9	-2	.	4
CC(NC(=O)c1cccs1)C(c1cccs1)N1CCN(c2ccccc2)CC1 (configuration not stated)	18	-1	6	-0.53	93	.	-4	.	-9
Cn1c(NC(=O)C2CCCC2)cc(=O)n(C)c1=O	6	-3	9	0.82	114	0.9	-5	-2	0
CCOC(=O)c1sc(/N=C/N(C)C)c(C(=O)OCC)c1C	2	0	3	0.84	109	0.8	-5	9	-10
O=c1ccc(=O)n2n1CC(O)C2	8	21	4	2.3	97	0.9	-2	8	-10
Nc1cnn(C2CCCO2)c(=O)n1 (configuration not stated)	-7	-10	5	0.58	125	1	-1	1	-12
Cc1cccc(C(=O)OCC(=O)Nc2ccc(N3CCCCC3)cc2)c1O	1	-4	11	0.82	122	0.9	-4	10	0
Cn1c(SCC(=O)N2CCN(c3ccccc3)CC2)nnc1-c1c[nH]c2ccccc12	-18	-8	15	-3	82	1	-1	-1	-2
CCCn1c(-c2ccc(F)cc2)n[nH]c1=S	3	6	2	-0.26	92	0.9	0	-13	-2
CCOC(=O)c1ccc(N2C(=O)CC(NC3CCN(C(=O)c4cccc(Cl)c4)CC3)C2=O)cc1 (configuration not stated)	-13	-7	18	0.066	91	0.9	-3	-11	1
O=C(O)C1CCCCC1C(=O)Nc1nccs1 (configuration not stated)	11	10	-5	-0.12	86	0.9	-2	1	-2
O=C(NCCCN1CCOCC1)c1cc(-c2ccc(Br)cc2)on1	-1	-17	5	-0.91	77	1	-1	-14	-6
CCOc1ccccc1-n1c(SCC(N)=O)nc2ccccc2c1=O	9	-4	17	0.64	78	0.9	1	10	-4
CSc1nsc(SCc2cnc(C)nc2N)n1	-10	3	11	0.91	82	1	-4	-3	-10
Cc1cc(C)c2nc(N3CCC(C(=O)N4CCCC4)CC3)sc2c1	-1	6	31	3.5*	138	1	0	-48	-12
CC1=C(C(=O)NCCCOC(C)C)C2(CCC(C)CC2)OC1=O (configuration not stated)	-8	-20	4	-0.016	106	0.9	-3	-22	-6
CCN(CC)CCCn1c(=S)[nH]c2ccccc2c1=O	-2	-7	-4	-0.68	111	0.9	-2	-17	5
Clc1cccc(OCCn2cncn2)c1Cl	7	-13	-1	0.4	124	0.9	-3	3	-1
CCC(=O)N1CCc2cc(S(=O)(=O)NC(Cc3ccccc3)C(=O)NC3CCCC3)ccc21 (configuration not stated)	-6	-15	-2	-0.071	78	0.9	-1	17	25
Cn1cccc1Cc1nnc(SCC(=O)N2CCc3ccccc32)n1-c1ccc(F)cc1	-11	-8	2	0.012	111	0.9	-3	1	-12
CC(C)c1nc2oc3c(NCC4CCCO4)ncnc3c2c2c1COC(C)(C)C2 (configuration not stated)	-3	-11	31	12*	97	1	0	-16	4
c1ccc(-c2nc3ccccc3s2)nc1	60*	34	-6	-1.9	124	1	0	2	9
COc1cc(CSc2nnnn2-c2ccc(C)cc2)cc(OC)c1OC	-62	-72	8	-0.33	46	1	-1	-12	-23
COc1ccc(OC)c(C(=O)CC2OC(=O)c3ccccc32)c1 (configuration not stated)	-11	-5	-17	-0.95	54	0.9	-1	-28	-3
O=C(c1ccccc1)c1ccc2nc(N3CCCCC3)c3nncn3c2c1	-11	-3	42	0.19	52	0.9	-7	-1	-12
CCCCc1nc(SCC(=O)Nc2cc(C)on2)n[nH]1	11	-17	6	1.1	170	0.6	1	-3	4
CC1CCCC(C)N1CCNC(=O)C1CCN(S(=O)(=O)N2CCCCC2)CC1 (configuration not stated)	-2	6	2	0.42	121	0.9	-3	1	-21
O=C(NCCCN1CCOCC1)C1CC(=O)N(C2CCCCC2)C1 (configuration not stated)	1	-13	3	0.036	72	1	2	4	-4
CC1CCN(C(=O)CSc2nc(N)c3c4c(sc3n2)CN(C)CC4)CC1	-9	2	12	2.2	96	1	.	1	-9
O=C(Nc1cccnc1)c1coc(=O)c2ccccc12	-6	0	19	0.42	91	0.9	0	31	-8
COc1ccc2c(c1)cc1n2CCN=C1N	-13	9	27	-0.34	54	0.9	-2	12	2
Cc1nc(N2CCN(c3ncccn3)CC2)c2oc3ccccc3c2n1	-23	-2	-9	3.1	127	0.9	-3	5	6
O=C(CSc1ccc2c(c1)OCCO2)NC(=O)NC1CCCC1	0	-1	21	1.1	133	0.9	.	7	-23
Cc1cc(C)n2nc(SCC(=O)N(C(C)C)C(C)C)nc2n1	18	-10	0	0.48	114	0.9	-2	8	2
Cc1cc(C)c(C#N)c(SCS(=O)Cc2ccc(Cl)cc2)n1 (configuration not stated)	-20	-8	-3	1.2	85	0.9	-2	0	-8
O=C(OCC(=O)N1CCCC1)c1cncc(Br)c1	0	-17	-12	0.97	102	0.9	-3	12	2
CCCc1[nH]nc2c1C(c1ccccc1OCC)C(C#N)=C(N)O2 (configuration not stated)	-16	-11	24	1.4	85	0.9	-2	-1	-3

6 records picked at random from the list so far:
SMILES	SF-1 act	RORA act	DUSP1 inh	D1 allo mod	HER2 expr 66K	TNAP act DEA	Hsp90 inh	FXIIa mix inh	Cdc25B inh
CCCc1[nH]nc2c1C(c1ccccc1OCC)C(C#N)=C(N)O2 (configuration not stated)	-16	-11	24	1.4	85	0.9	-2	-1	-3
Cc1cc(C)c(C#N)c(SCS(=O)Cc2ccc(Cl)cc2)n1 (configuration not stated)	-20	-8	-3	1.2	85	0.9	-2	0	-8
O=C(CSc1ccc2c(c1)OCCO2)NC(=O)NC1CCCC1	0	-1	21	1.1	133	0.9	.	7	-23
O=C(Nc1cccnc1)c1coc(=O)c2ccccc12	-6	0	19	0.42	91	0.9	0	31	-8
O=C(OCC(=O)N1CCCC1)c1cncc(Br)c1	0	-17	-12	0.97	102	0.9	-3	12	2
CC1CCN(C(=O)CSc2nc(N)c3c4c(sc3n2)CN(C)CC4)CC1	-9	2	12	2.2	96	1	.	1	-9

More compounds follow:
SMILES	SF-1 act	RORA act	DUSP1 inh	D1 allo mod	HER2 expr 66K	TNAP act DEA	Hsp90 inh	FXIIa mix inh	Cdc25B inh
CCc1nc(SCC(=O)Nc2ccnc3ccccc23)n[nH]1	-7	-8	14	-0.69	101	0.9	-1	3	-9
CCOC(=O)c1c(C)c(C(=O)Nc2ccc3c(c2)OCCO3)c(C)n1CC	46	11	13	0.062	72	1	-5	11	-5
Cc1ccc(N2CC(C(=O)NCCC(C)C)CC2=O)cc1 (configuration not stated)	-5	-18	15	-0.88	88	0.9	-1	20	5
O=S(=O)(c1cccs1)N1CCN(Cc2nc3ccccc3s2)CC1	31	3	-6	0.9	51	0.9	-1	7	-23
COc1ccc(CN2CC(C(=O)NCCN3CCOCC3)CC2=O)cc1 (configuration not stated)	-10	21	3	-0.097	95	1	1	6	2
CCC(C)NC(=O)c1ccccc1NC(=O)CN1C(=O)c2ccccc2S1(=O)=O (configuration not stated)	22	8	-4	-0.95	98	0.9	2	-18	-9
O=C(COc1ccccc1Cl)N1CCN(c2ccc(F)cc2)CC1	-12	-3	-7	-0.14	80	0.9	-3	8	-27
Cn1c(=O)[nH]c(=O)c2[nH]c(CN3CCN(Cc4ccccc4)CC3)nc21	15	4	12	-4.3*	130	1	-2	10	1
COc1ccccc1N1CCN(CC(=O)Nc2ccc(CN3CCCCC3)cc2)CC1	-6	6	3	-0.006	102	0.9	-1	4	-17
O=C(CN1CCN(S(=O)(=O)c2ccc(F)cc2)CC1)Nc1cc(C(F)(F)F)ccc1Cl	-4	3	8	0.23	77	0.9	-2	12	-8
COc1cc(C2N(c3ccccc3)CCN2c2ccccc2)cc(OC)c1OC	14	9	0	-0.5	133	1	1	0	-3
Cc1cc(C(=O)CSc2nnc(-c3ccc(Cl)cc3)n2CC2CCCO2)c(C)n1C (configuration not stated)	5	-6	8	0.68	113	0.9	-4	2	-6
O=C1C=C(O)CC(c2ccc(Cl)cc2)C1 (configuration not stated)	8	8	19	0.11	46	0.9	.	2	8
CCc1nc(N)c(C#N)c(-c2cccnc2)c1C	-2	-22	-3	1.9	?	1	1	-17	5
CCC1Oc2ccc(C)cc2N(CC(=O)N2CCN(c3ccc(F)cc3)CC2)C1=O (configuration not stated)	9	-17	1	-0.51	91	0.9	-4	7	9
O=C(NCc1ccccn1)c1c(Cl)cccc1Cl	-3	-17	2	-0.13	89	0.9	-4	2	-8
COc1ccc(CN(C)CCc2ccccn2)cc1OC	-13	-16	-10	.	88	1	1	-14	6
CN(C)c1ccc(NC(=O)c2cccc(N3C(=O)CCC3=O)c2)cc1	5	-2	8	-0.56	107	0.9	-1	2	-11
Cc1ccc2c(c1)N(CCC(=O)NC1CC1)C(=O)C(C)O2 (configuration not stated)	-10	-8	6	0.4	90	0.9	-1	8	-8
CC(C)(C)c1ccc2c(c1)N(CC(=O)O)C(=O)CO2	3	-7	36	0.55	99	1	-3	1	-16
CCCCC(c1nnnn1Cc1ccco1)N1CCN(c2nc3ccccc3s2)CC1 (configuration not stated)	-6	-4	10	-2.2	100	0.9	-2	-3	0
CN1C(=O)N(S(=O)(=O)c2ccc(F)c(F)c2F)C(=O)C1(C)C	-4	3	15	.	118	.	0	2	-3
CCC(Sc1nc(N)c(NC(=O)c2ccc(OC)c(OC)c2)c(=O)[nH]1)C(=O)OC (configuration not stated)	-4	-20	0	-0.043	91	1	-3	4	0
